ALOX12 inh: inhibitors of human 12S-lipoxygenase ALOX12. actives 1.1% (n = 580,000). P18054. purified 12hLO, xylenol orange hydroperoxide absorbance. Potency, µM (top dose mostly 108 µM), without a hit: at the top dose activity change, negative = inhibition, actives largely listed as inhibitors; active = well fitted inhibition curve with a large enough effect; inconclusive = small, poorly fitted or top-dose-only effect, or another doubt; inactive = no such curve, though single readings can be large or run the other way
Target sequence (P18054 whole entry, looked up): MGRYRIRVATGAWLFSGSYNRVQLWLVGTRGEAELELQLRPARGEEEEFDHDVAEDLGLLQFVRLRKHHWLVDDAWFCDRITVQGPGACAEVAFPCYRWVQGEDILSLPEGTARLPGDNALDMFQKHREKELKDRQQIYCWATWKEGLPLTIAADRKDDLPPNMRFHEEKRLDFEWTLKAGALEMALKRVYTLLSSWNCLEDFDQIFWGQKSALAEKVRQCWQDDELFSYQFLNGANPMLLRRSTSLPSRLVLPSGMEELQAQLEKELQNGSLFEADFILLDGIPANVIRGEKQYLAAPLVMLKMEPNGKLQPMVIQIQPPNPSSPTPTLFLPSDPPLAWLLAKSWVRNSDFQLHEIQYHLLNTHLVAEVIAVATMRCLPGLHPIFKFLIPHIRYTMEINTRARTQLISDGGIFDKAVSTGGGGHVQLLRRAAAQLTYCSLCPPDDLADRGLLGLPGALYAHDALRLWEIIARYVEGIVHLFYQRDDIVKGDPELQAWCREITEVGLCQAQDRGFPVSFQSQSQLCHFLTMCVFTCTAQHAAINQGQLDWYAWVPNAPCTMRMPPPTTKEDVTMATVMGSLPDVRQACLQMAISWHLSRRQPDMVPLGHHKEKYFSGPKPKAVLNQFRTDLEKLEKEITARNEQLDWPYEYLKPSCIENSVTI
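Purified human 12hLO (150 nM final) in 25 mM Hepes, 0.01% Triton X-100, pH 7.0 was preincubated 15 min at room temperature with compound. Then 40 uM arachidonic acid was added, 30 min. Hydroperoxide was read by Fe-XO absorbance ratio 573/405 nm.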
Active calls of the source: *; ? = inconclusive; [ ] = remark or other dose. % is set by controls: 0 for no effect and ±100 for the full control effect; potency is the fitted concentration of half-maximal effect. Some of the compounds tested; count on the stated rates, not on these rows.

compound | ALOX12 inh
CC(C)c1ccc(NC(=O)C2CC(=O)Nc3nc(N4CCOCC4)nc(N)c32)cc1 (stereo not drawn) | ?
Cc1ccc(S(=O)Cc2nc(-c3ccc(C(=O)NCCCN4CCOCC4)cc3)oc2C)cc1 (stereo not drawn) | ?
NC(=O)c1ccc(C(F)(F)F)nc1N1CCC(N2CCCC(O)C2)CC1 (stereo not drawn) | 10%
Cc1ccccc1CC(=O)NCCc1cccnc1 | 0%
CC(Cn1cccn1)C(=O)N1CCc2onc(-c3ccc(F)c(F)c3)c2C1 (stereo not drawn) | 29%
O=C(Cn1nc2n(c1=O)CCCC2)NCc1ccccc1 | 58%[activator]
Cc1ccc(C(=O)OCC(=O)Nc2ccccc2N2CCCC2=O)c(O)c1 | ?
O=C(Cn1nc(-c2ccco2)ccc1=O)NC1CCCc2c1[nH]c1c(Cl)cccc21 (stereo not drawn) | 29%
CCn1cnnc1-c1nn(C)c2c1CN(C(=O)c1n[nH]c3c1CCCCCC3)CC2 | 77%[activator]
CC(C)CCN1CCC2(C1)C(=NC1CCCC1)NC(=O)N2c1cc(F)cc(F)c1 (stereo not drawn) | 5%[6.33 µM]
COCCOCc1nc(C2CCCN2C(=O)Cc2cccc(F)c2)no1 (stereo not drawn) | 17%
COCc1ccc(C(=O)Nc2ccc(NC(C)=O)cc2C(F)(F)F)cc1 | -2%
O=C(NCc1ccccc1)C1Cn2cccc2C(=O)N1Cc1cccnc1 (stereo not drawn) | 35%[activator]
CCc1nc(-c2c3n(c(=O)n(CC(=O)NC(C)(C)C)c2=O)CCCC3)no1 | 15%
CC(C)OC(=O)C1=C(N)Oc2c(oc(CO)cc2=O)C1c1ccc(F)cc1F (stereo not drawn) | ?
c1nc2nc(Nc3ccc(N4CCOCC4)cc3)nc(NC3CCCCC3)c2[nH]1 | -15%[57.4 µM]
CC(=O)N1CC[C@H]2COC(=O)N2c2cc(C)ccc2C1 | -26%[176 µM]
Cc1csc(SCC(=O)c2ccc3c(c2)CCO3)n1 | -9%
COc1ccc(CCCN2C(=O)O[C@@H]3CN(C4CCOCC4)C[C@@H]32)cc1 | 60%[activator]
Cc1ccc(C2Cn3nnc(C(=O)N4CCC(C(=O)NC(C)c5ccc(F)cc5)CC4)c3CO2)cc1 (stereo not drawn) | -11%
COc1ccccc1OCCN1C(=O)C2(SC(NC(C)=O)=NN2C(C)=O)c2cc(Cl)ccc21 (stereo not drawn) | -25%
CC(C)NC(=O)NC[C@H]1OC[C@@H](NC2CCCC2)[C@@H]1O | 51%[activator][176 µM]
COc1cc(/C=C(\C#N)c2ccccc2)c(Br)cc1OCc1ccccc1Cl | 78%[activator]
CS(=O)(=O)c1ccc(CN2CCN3C(=O)N(c4ccccc4)C[C@H]3C2)cc1 | 4%[176 µM]
CNC(=O)Nc1ccc(C)n(CC(=O)NCc2cccc(C)c2)c1=O | 39%[activator]
O=[N+]([O-])c1ccc(COc2cccc(CO)c2)cc1 | 0%
C#CCN(C)CC[C@@H]1CC[C@H](O)[C@@H](C(=O)NCc2ccc(OC)cc2)O1 | 30%[activator][176 µM]
O=C1CO[C@H](c2ccc(NS(=O)(=O)c3cccc(F)c3)cc2)[C@@H](CO)N1C1CCOCC1 | -9%
CNC(=O)NCCc1ncc(C)n1C1CCCCCC1 | 50%[activator]
CC(C)(C)c1cc(C[C@H]2CNCC[C@H]2CC(=O)N2CCCCC2)no1 | 6%[176 µM]
Cc1cc(SCC(=O)NN2C(=O)NC3(CCCCC3)C2=O)nc2ccccc12 | -16%
COc1ccc(CCNC(=O)COc2ccc3ccc(=O)oc3c2)cc1 | 13%

6 of the compounds above, with values ahead of the structure:
ALOX12 inh,SMILES
0%,O=[N+]([O-])c1ccc(COc2cccc(CO)c2)cc1
30%[activator][176 µM],C#CCN(C)CC[C@@H]1CC[C@H](O)[C@@H](C(=O)NCc2ccc(OC)cc2)O1
-9%,O=C1CO[C@H](c2ccc(NS(=O)(=O)c3cccc(F)c3)cc2)[C@@H](CO)N1C1CCOCC1
50%[activator],CNC(=O)NCCc1ncc(C)n1C1CCCCCC1
6%[176 µM],CC(C)(C)c1cc(C[C@H]2CNCC[C@H]2CC(=O)N2CCCCC2)no1
-16%,Cc1cc(SCC(=O)NN2C(=O)NC3(CCCCC3)C2=O)nc2ccccc12

Following part:
compound | ALOX12 inh
CCOC(=O)C(NC(=O)/C=C/c1c(Cl)cccc1Cl)C(=O)OCC | ?
Cc1noc(C)c1CC(=O)N1C[C@@H](CO)[C@H](c2ccccn2)C1 | 44%[activator]
CCS(=O)(=O)N1CCCC(Cc2ncc(C)n2Cc2ccc(F)cc2)C1 (stereo not drawn) | 60%[activator]
C[C@@H]1C(=O)O[C@H]2[C@H]1CC[C@@]1(C)Cc3sc(NC(=O)CN(C)C)nc3[C@@H](C)[C@H]21 | 113%[activator][176 µM]
CC(C)=CCn1c(N2CCCCC2)nc2c1c(=O)[nH]c(=O)n2C | 1%
CCC(N)(C(=O)O)c1cccc(Cl)c1 (stereo not drawn) | ?
CC(c1ccon1)N(C)Cc1cn(-c2ccccc2)nn1 (stereo not drawn) | 22%
Cc1nn(-c2ccc(F)cc2)c(Oc2ccccc2)c1CCC(=O)NCC1CCCO1 (stereo not drawn) | 25%

Exported with each value named: part of the list above
CC(C)=CCn1c(N2CCCCC2)nc2c1c(=O)[nH]c(=O)n2C
  ALOX12 inh: 1%

CCC(N)(C(=O)O)c1cccc(Cl)c1 (stereo not drawn)
  ALOX12 inh: ?

Remaining list, next part:
compound | ALOX12 inh
c1ccc(COc2ccccc2CNCC2CCNCC2)cc1 | -3%
O=C(Cc1ccc(F)cc1)N1CCc2nc(-c3ccc(Cl)cc3)nc(-c3ccccc3)c2C1 | -13%
CN(C)c1cccc(C(=O)N2CCC3(CCCN(CC4CC4)C3)C2)c1 (stereo not drawn) | 6%
COc1ccc(N2CCN(C(=O)CCc3conc3-c3ccc(F)cc3)CC2)cc1 | -4%
Cc1onc(-c2ccccc2)c1-c1nnc(CN(C)CC(=O)N2CCCC2)o1 | 8%
COC(=O)c1ccc(Cl)c(NC(=O)CN(c2ccccc2)S(=O)(=O)N(C)C)c1 | ?
COc1ccc2c3c1O[C@H]1C[C@H](O)C=C[C@@]31CCN(C)C2 | 27%
CNC(=O)NC(=O)CSc1nnc(-c2ccncc2)n1CC(F)(F)F | ?

Part of the list above in a different format.
O=C(Cn1nc2n(c1=O)CCCC2)NCc1ccccc1
  ALOX12 inh: 58%[activator]

Cc1ccc(C(=O)OCC(=O)Nc2ccccc2N2CCCC2=O)c(O)c1
  ALOX12 inh: ?

O=C(Cn1nc(-c2ccco2)ccc1=O)NC1CCCc2c1[nH]c1c(Cl)cccc21 (stereo not drawn)
  ALOX12 inh: 29%

CCn1cnnc1-c1nn(C)c2c1CN(C(=O)c1n[nH]c3c1CCCCCC3)CC2
  ALOX12 inh: 77%[activator]

More compounds
compound | ALOX12 inh
Cc1ccccc1-c1cc(N2CCN(C)CC2)ncn1 | -30%
Cc1ccc(F)c(NC(=O)c2cc3c(N4CCSCC4)nc(C)cn3n2)c1 | 13%
CCCOc1cccc(-c2nc(C(=O)NCC)cs2)c1 | 80%[activator]
CCCCCCCCCCCC(=O)N/N=C/C(C)=C/c1ccc(C(C)(C)C)cc1 | 0%
COc1ccc(CN2C(=O)C(n3ccc4ccccc43)c3cccc(F)c32)cc1 (stereo not drawn) | ?
COC(=O)c1c(OCc2ccccn2)cc(=O)n2c1CCN(Cc1ccc3nsnc3c1)CC2 | -4%
CCCc1nnc(NC(=O)Cc2ccc(Br)cc2)s1 | -5%
O=C(Cc1c[nH]c2ncc(-c3cccnc3)cc12)NCc1ccccc1 | -2%[176 µM]
CN1CCC(Oc2ccc(NC(=O)c3ccncc3)cn2)C1 (stereo not drawn) | 58%[activator]
O=Cc1cn[nH]c1-c1cc2ccccc2o1 | 22%
Cc1cccc(NC(=S)NCCc2ccc(C(F)(F)F)cc2)c1 | ?
Cc1nc2ncnn2c(C)c1CCC(=O)N1CCCC(Nc2ccccc2)C1 (stereo not drawn) | 12%
Cn1nc2n(c1=O)CCC(NC(=O)CCS(=O)(=O)c1ccccc1)CC2 (stereo not drawn) | 78%[activator]
O=C(c1cccs1)N1CCC2(CC1)CC(OCC1CC1)CCO2 (stereo not drawn) | 36%[activator]
O=[S+]([O-])(c1cccs1)N1CC(Oc2ccc(F)c(F)c2)C1 | -3%[6.33 µM]
COc1ccc(-c2cn3cccnc3n2)cc1NS(=O)(=O)c1ccc(C)cc1 | -13%
CC(=O)c1cccc(NC(=O)O[C@H]2COCCN(c3nc4ccccc4o3)C2)c1 | 1%[176 µM]
CCOC(=O)N1CCC(COc2ccc3c(cnn3CCC(=O)O)c2)CC1 | 48%[activator][176 µM]
COc1cc(-c2c(NC(=O)c3ccc(F)cc3)oc3ccccc3c2=O)cc(OC)c1OC | ?
CCCCNC(=O)C(c1ccc(OCC(=O)OC)c(C(=O)OC)c1)N(CCOC)C(=O)CCCCCN1C(=O)NC(c2ccc(-c3ccccc3)cc2)C(C(=O)OCc2ccccc2)=C1C (stereo not drawn) | ?
CN(Cc1ccccc1)Cc1cn([C@H]2CO[C@H]3[C@@H]2OC[C@@H]3NS(C)(=O)=O)nn1 | ?
COCCN1C(=O)[C@@H]2C[C@@H](CN2C(=O)Nc2ccccc2)Oc2ccccc21 | -7%[176 µM]
CN(Cc1cccn1C)C(=O)c1ccc(F)cc1 | 29%[176 µM]
O=C(CC1CCOCC1)N1CCc2ccccc21 | 37%[activator]
CC(C1CC1)N(CC(F)(F)F)C(=O)CN(C)CC(=O)NCc1ccco1 (stereo not drawn) | 23%
COC(=O)CCNC(=O)c1ccc2c(c1)NC(=O)CS2 | 6%
CCCCCCCCCCCCCCC[C@@H](O)[C@H](CO)NC(=O)CCCCCCC | -1%[12.5 µM]
O=C(c1n[nH]c(=O)c2ccccc12)N1CCC(Cc2ccccc2)CC1 | 16%
COCC1CN(C)CC12CCN(Cc1ccc(F)c(Cl)c1)CC2 (stereo not drawn) | 8%
COCCn1c(=O)c2c(nc(-n3nc(C)c(C)c3C)n2Cc2ccccc2F)n(C)c1=O | -25%
O=C1CN(Cc2cccc(-c3ccsc3)c2)CCN1c1cc(Cl)ncn1 | 29%
O=[S+]1([O-])NC2(CCN(Cc3ccccn3)CC2)COc2ccccc21 | 5%[6.33 µM]
COc1cc(C2c3c(-c4ccccc4)n[nH]c(=O)c3Nc3nnnn32)ccc1O (stereo not drawn) | ?
CCN1Cc2nnn(Cc3ccccc3)c2-c2ccccc2S1(=O)=O | -46%
CCOc1ccc(-c2nc(C3CC(=O)N(c4ccc(F)cc4)C3)no2)cc1OCC (stereo not drawn) | 8%
COc1ccc(-n2c(C)c(C)c3c2ncn2nc(-c4cccs4)nc32)cc1 | 18%
CCCCCCN(C(=O)CCCCCN1C(=O)NC(c2ccc(-c3ccccc3)cc2)C(C(=O)OCc2ccccc2)=C1C)C(C(=O)NCCCC)c1ccc(OCC(=O)OC)c(C(=O)OC)c1 (stereo not drawn) | 0%
CCc1c(C)c(C#N)c2nc3ccccc3n2c1-n1ccnc1 | -3%
COc1ccc(CN2CC[C@H]3COC(=O)N3c3cc(C)ccc3C2)cc1 | -1%[176 µM]
Cc1ccc(C(=O)Nc2cccc(-c3nc4ccccc4s3)c2C)cc1 | -21%
COC(=O)c1cccc(OCC(C)CN2CCC(C(O)(c3ccccc3)c3ccccc3)CC2)c1 (stereo not drawn) | 15%
O=C(NCc1ccc(F)c(F)c1)c1cnc(N2CCN(CCc3ccccc3)C2=O)o1 | ?
CC(C)c1noc(-c2cn(C3CCCN(C(=O)c4ccccc4)C3)nn2)n1 (stereo not drawn) | 12%
COc1cc(Cl)ccc1OCc1nnc(C(=O)N2CCC[C@@H]2c2nc3ccccc3[nH]2)n1-c1ccccc1 | 44%[activator]
CC1Cc2cc(/C=C(\C#N)c3nc4ccccc4s3)ccc2O1 (stereo not drawn) | 6%
O=C1CO[C@H](c2ccc(NS(=O)(=O)c3ccccc3)cc2)[C@@H](CO)N1 | 65%[activator][176 µM]
O/N=C/c1ccc(OCc2ccc(Cl)cc2)cc1 | ?
O=C(Nc1ccc(N2CCCCC2)cc1)c1nn(-c2ccccc2)c(=O)c2ccccc12 | 7%
Fc1ccc2nc(CO[C@H]3CN(Cc4ccccn4)C[C@H]3F)[nH]c2c1 | 59%[activator][176 µM]
CCOc1ccc(NC(=O)C2CC(=O)NC(Nc3ccc(OCC)cc3)=N2)cc1 (stereo not drawn) | ?
COC(=O)C1=C(C)N(Cc2ccccc2C(F)(F)F)C(=NCc2ccccc2)NC1CCc1ccccc1 (stereo not drawn) | ?
COc1ccc(NC(=O)N2CCC(N3CC4CC(C3)[C@H]3CCCC(=O)N3C4)CC2)cc1 (stereo partly drawn) | 31%
CN1C(=O)c2ccc(NC(=O)C[C@H]3NC(=O)c4ccccc4NC3=O)cc2C1=O | -5%
CN(CC(=O)NC1(C#N)CCCCC1)C(c1ccccc1)c1ccc(F)cc1 (stereo not drawn) | 2%
CC(C)NS(=O)(=O)c1ccc2c(c1)nc(-c1ccc(-c3ccn[nH]3)o1)n2C(C)C | ?
O=C1NC(=NC2CCCCC2)C2(CCCN(Cc3cccnc3)C2)N1c1cccnc1 (stereo not drawn) | 0%[6.33 µM]
Clc1ccc(Oc2cc(Cl)c(Cl)cc2Cl)cc1 | -7%
CCOCc1nc(C2CCCN(C(=O)c3ccc(OC)nc3)C2)no1 (stereo not drawn) | 12%
COC(=O)CCNC(=O)c1ccc(C(C)(C)C)cc1 | ?

Screening data as filed in PubChem.
